MgcRacGAP inhibition: MgcRacGAP GTPase-activating activity inhibitors, confirmation, biochemical, ADP Hunter fluorescence; MgcRacGAP-stimulated Rac1 GTP hydrolysis, ADP Hunter fluorescence; higher % means a stronger effect; GST-tagged Rac1 F28L mutant substrate; one-dose inhibition, % at 30 µM; IC50 in µM for titrated hits; 340,000 compounds, 0.6% hits; AID 624330, 2012;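 active = first-screen hits whose inhibition reached a set limit at any dose in the follow-up dose series; inconclusive = inhibition above the set first-screen limit but never retested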;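 note: fluorescence reports GDP produced by GAP-driven GTP hydrolysis; strong numbers were not always called active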
PhoP inhibition: inhibitors of PhoP regulon expression, primary screen, Salmonella Typhimurium, GFP reporter (AID 1863); 300,000 compounds, 0.16% hits; inhibition, % at 50 µM; hits with a dose series show IC50 in µM; S. Typhimurium PhoP-regulated promoter GFP reporter, 4 h; higher % means a stronger effect;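 active = inhibition over 29.93%, a cutoff 3 SD above the screen mean, later confirmed by dose response; inconclusive = inhibition over 29.93% but no dose response follow-up; inactive = inhibition at most 29.93% or unconfirmed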;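 note: 0% = low Mg2+ inducing control and 100% = high Mg2+ repressing control; strong numbers were not always called active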
bCat nuc transl: modulators of beta-catenin nuclear translocation, primary screen, imaging, HeLa cells, immunofluorescence, high-content; 190,000 compounds, 0.3% hits; nuclear translocation activity, % at 5 µM; AID 1665, 2009;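 active = nuclear translocation activity above 50% at 5 µM, with a well cell count of 50 or more; inconclusive = wells under 50 cells across six images, flagged as toxic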;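 note: per-cell ratio of nuclear to cytoplasmic median beta-catenin stain intensity; plate controls were DMSO negative control for no effect and GSK-3 inhibitor IX positive control for full effect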
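Technique: fluorescence imaging of beta-catenin antibody stain plus DAPI / Material: human HeLa cell line / Incubation: compound treatment 24 h, 37°C, 5% CO2 / Read-out basis: % activation of per-cell nuclear versus cytoplasmic median beta-catenin signal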
WT yeast gro inh: growth inhibition of WT strain, primary screen, mitochondrial fusion inhibitor project, WT and mutant strains, chemical genetic | mitochondrial fusion phenotypic screen | inhibition, % at 10 µM | 190,000 compounds, 2.1% hits; in the data active = inhibition above about 58%; tested in S. cerevisiae
SV40 large T antigen: SV40 large T antigen inhibitors, biochemical (AID 1903). SV40 large T antigen ATPase/helicase inhibition assay; higher % means a stronger effect. one-dose inhibition, % at 20 µM; IC50 in µM for titrated hits. 310,000 compounds, 0.39% hits; in the data active = a potency from the dose series; inconclusive = inhibition mostly from about 32% at the one dose, without a potency; inactive = the rest, 99 in 100 with inhibition below about 32%; note: strong numbers were not always called active
Myeloid diff MLP: induction of myeloid progenitor differentiation, primary screen, cell-based, flow cytometry, MLPCN library; ER-HoxA9 myeloid progenitors, lysozyme-GFP differentiation; calls only at 10 µM; 360,000 compounds, 1% hits;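 active = normalized GFP-positive differentiation at or above the plate's own cutoff, the solvent-only control mean plus 3 SD; inconclusive = no clear call, values can overlap the other calls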;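 note: cells exposed to compound for four days before flow analysis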
T cell modulator: modulators of CD8 T cell-vesicle binding, primary screen, mouse 2C CD8+ T cells, flow cytometry; 2C CD8+ T cell-vesicle binding; hits give low values; calls only at 7 µM; 330,000 compounds, 0.068% hits; AID 2052, 2009;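 active = response, share of CD8 T cells binding vesicles, and their 90th percentile fluorescence all below set limits, cut at about 80% in these data, passing the limit was not always enough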
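Benchmarks: naked versus QL9-loaded vesicles / Assay system: purified 2C TCR transgenic mouse naive CD8+ T cells / Technique: high-throughput flow cytometry with anti-B7-1 and anti-CD8 staining / Timing: Cell–vesicle co-incubation 1.5 h at 37 °C, staining 20 min on ice / Read-out: percent CD8+ FL2 mean versus row control / Probe or stimulus: QL9-loaded Drosophila micro-vesicles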
RSV antiviral HEp-2: RSV antiviral activity via CPE protection, HEp-2 cells, primary 10 µM value included (AID 2391); HEp-2 cells, RSV-induced CPE inhibition; higher % means a stronger effect; one-dose CPE inhibition, % at 10 µM; IC50 in µM for titrated hits; 310,000 compounds, 0.13% hits; in the data active = a potency from the dose series; inconclusive = CPE inhibition mostly from about 23% at the one dose, without a potency; inactive = the rest, 99 in 100 with CPE inhibition below about 21%; note: strong numbers were not always called active
West Nile antiviral: West Nile virus antiviral activity, cell-based, CPE readout (AID 1621); West Nile virus-infected cells, CPE inhibition; higher % means a stronger effect; 290,000 compounds, 0.02% hits; CPE inhibition, % at 10 µM; hits with a dose series show IC50 in µM; in the data active = a potency from the dose series; inconclusive = CPE inhibition mostly from about 3.7% at the one dose, without a potency; inactive = the rest, 99 in 100 with CPE inhibition below about 2.2%; note: strong numbers were not always called active
WT yeast gro inh mutant strain: second read-out of WT yeast gro inh, no call of its own (marks repeat the call); inhibition, %; mitochondrial fusion phenotypic screen, mutant strain inhibition
bCat nuc transl cell count 5 µM: also measured in bCat nuc transl; calls as there; cell count; measured here: cell count, cytotoxicity flag
T cell modulator vesicle-bound %: second read-out of T cell modulator, no call of its own (marks repeat the call); double positive events, %; measured here: CD8+ vesicle-bound cell fraction;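 binding gate set so that unloaded-vesicle control wells show 10% double positive cells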
Myeloid diff MLP GFP+ MAC1+ %: recorded beside Myeloid diff MLP, whose call it bears; GFP+ MAC1+ double positive, %; measured here: differentiation confirmed by MAC1 staining
* hit, by the source's call; i = inactive; ? = inconclusive; · = not tested or not shown; + = active, no number.

SMILES	MgcRacGAP inhibition	PhoP inhibition	bCat nuc transl	bCat nuc transl cell count 5 µM	WT yeast gro inh	WT yeast gro inh mutant strain	SV40 large T antigen	Myeloid diff MLP	Myeloid diff MLP GFP+ MAC1+ %	T cell modulator	T cell modulator vesicle-bound %	RSV antiviral HEp-2	West Nile antiviral
CCc1ccc(NC(=O)c2cc(C)nn2-c2ccccc2)cc1	3%	4%	·	·	·	·	7%	i	1.1	i	49	1.4%	-0.5%
Cn1c(=O)c2c(nc(N3CCOCC3)n2CC(=O)C23CC4CC(CC(C4)C2)C3)n(C)c1=O	12%	-10%	-4.3	1246	-10	-7	19%	i	0.8	i	40	2.7%	-0.9%
COc1ccc(OCc2cc(C(=O)N3CCSCC3)no2)c(Cl)c1	4%	1%	·	·	·	·	4%	i	0.3	i	57	2.9%	-0.7%
COc1ccc(S(=O)(=O)NC(C)C)cc1-n1cnnn1	7%	-4%	-1.6	1029	-9	-14	4%	i	1.0	i	52	0.9%	0.1%
COC(C(=O)N/N=C/c1ccc(OCC(=O)N2CCOCC2)cc1)c1ccccc1 (centres undefined)	6%	8%	·	·	·	·	3%	i	1.3	i	50	2.5%	-0.1%
Cc1ccccc1NCc1nc2ccccc2n1C	13%	10%	·	·	·	·	7%	i	0.8	i	53	-0.1%	-1.7%
CCCOc1ccc(-c2c(C(=O)N/N=C/C3CC=CCC3)nnn2-c2nonc2N)cc1 (centres undefined)	12%	1%	·	·	·	·	9%	i	1.1	i	10	2.6%	-1.0%
O=C(Nc1cccs1)Nc1ccccc1Br	0%	-6%	-0.8	1080	19	17	9%	i	1.0	i	53	7.4%	-0.7%
CC(=O)N1c2ccc(S(=O)(=O)NCCC(=O)Nc3ccc(F)cc3C)cc2CC1C (centres undefined)	-14%	-1%	·	·	·	·	-2%	i	2.7	i	8	-0.4%	?
C=C(C)C(=O)Nc1nnc(-c2cccs2)s1	4%	2%	-6.4	572	-9	-15	18%	i	0.2	i	39	4.1%	0.3%
C=C(C)C1CC=C(C)/C(=N\NC(=O)CNc2cccc3ccccc23)C1 (centres undefined)	8%	7%	-0.7	1107	21	-11	6%	i	0.2	i	54	7.0%	-0.8%
CCc1ccccc1NC(=O)CN(C)C(=O)CSc1nn(-c2ccc(F)cc2)c(=S)s1	9%	8%	-3.9	1067	4	-7	-1%	i	1.4	i	34	-0.2%	-0.6%
COc1cccc(-c2c(C(=O)N/N=C/c3ccco3)nnn2-c2nonc2N)c1	7%	-4%	·	·	·	·	12%	i	0.0	i	23	5.7%	-0.2%
CCn1c(SCC(=O)O)nnc1C1CCCCC1	3%	-7%	-3.9	1225	-38	-13	11%	i	6.2	i	39	0.8%	-0.5%
O=C(NCc1ccco1)c1ccc(COCC(F)(F)F)cc1	17%	3%	-2.6	1268	-8	47	12%	i	6.2	i	60	0.6%	-0.2%
Oc1ccc(-c2n[nH]c(=S)n2-c2ccc3c(c2)OCCO3)cc1	17%	3%	-1.2	980	2	12	?	i	1.0	i	60	0.9%	0.5%
Cc1ccc(C(=O)NC(=S)Nc2ccc(NC(=O)c3cccc(Cl)c3)cc2)cc1	7%	-7%	-0.4	1054	-7	-3	19%	i	1.0	i	36	7.0%	-0.6%
O=C(O)CCCCCn1c(SCC(=O)N2CCCC2)nc2ccsc2c1=O	-2%	4%	·	·	16	-11	9%	i	4.5	i	35	1.6%	0.3%
Cc1ccccc1C(=O)Nc1ccc2nc3n(c(=O)c2c1)CCCC3	12%	1%	·	·	·	·	11%	i	1.1	i	53	2.2%	-1.0%
O=C(/C=C/c1cc[n+](CC(=O)c2ccc3cccc4c3c2CC4)cc1)c1ccc2cccc3c2c1CC3	27%	-12%	-1.5	1359	·	·	13%	+	0.8*	i	28	4.2%	-0.1%
O=C(COC(=O)CSCC(=O)N1CCCCC1)NCc1ccc(F)cc1	5%	-7%	-6.5	1043	-28	-6	12%	i	0.5	i	41	0.6%	1.8%
O=C1OCCN1C(=O)[C@H]1[C@H](c2ccc(Cl)cc2)C(c2cccc(Cl)c2)=NN1c1ccccc1	7%	-1%	·	·	32	24	-3%	i	1.2	·	·	3.9%	-0.1%
CCOc1cccc2sc(N(CCN(C)C)C(=O)c3cc4ccccc4cc3OC)nc12	1%	8%	·	·	·	·	2%	?	·	i	46	-3.2%	0.6%
O=C(CSc1n[nH]c(-c2ccccc2)n1)Nc1ncc(Br)cc1Br	11%	-5%	0.9	1429	-2	-4	14%	i	0.8	i	58	2.2%	-0.2%
Nc1nccc(/C=C/c2c(F)cccc2Cl)n1	3%	5%	-0.1	1435	-2	12	2%	i	0.3	i	62	?	-1.0%
c1ccc(C(c2nnnn2C2CCCC2)N2CCCCCC2)nc1 (centres undefined)	6%	4%	-0.9	1179	-1	-14	5%	i	9.7	i	43	0.7%	-0.2%
COc1ccc(S(=O)(=O)NC(C)C)cc1C(=O)NC1CCCCC1	8%	-9%	-3.3	571	-17	-12	9%	i	0.6	i	49	2.5%	0.1%
CC(=O)N1CCN(c2ccccc2NC(=O)c2cccc3c(Cl)cccc23)CC1	·	10%	·	·	·	·	20%	i	0.5	i	31	5.2%	-0.9%
CCOC(=O)c1c(NC(=O)c2ccoc2C)sc2c1CCC2	-2%	2%	-0.3	1048	6	7	6%	i	0.6	i	46	-0.7%	-1.3%
CN(C)CCC#CC(O)(c1ccccc1)c1ccccc1	4%	3%	0.3	1070	0	11	7%	i	0.7	i	32	3.2%	-0.2%
COc1cccc2c1Oc1ncccc1N(C(=O)CCC(=O)NCc1ccc(C)cc1)C2	6%	2%	·	·	·	·	11%	i	0.9	i	62	1.1%	-0.2%
O=c1c2ccccc2nc(/C=C/c2ccc([N+](=O)[O-])cc2)n1CCCO	-5%	-16%	-3.0	1028	-8	15	7%	i	0.0	i	37	2.3%	0.3%
C#CCOCCOCCOCCNc1nc(N2CCN(C(=O)CCCCCCCCCCNC(=O)[C@H](CCCCN)n3cc(C[C@@H](C)CC)nn3)CC2)nc(N2CCN(C(=O)CCCCCCCCCCNC(=O)[C@@H]([C@H](C)O)n3cc(C)nn3)CC2)n1	13%	0%	·	·	·	·	4%	i	9.9	i	23	-4.5%	·
CCc1cccc(C)c1NC(=O)C1C2CCC(O2)C1C(=O)O (centres undefined)	3%	-8%	-0.2	1214	-10	-7	-5%	i	1.8	i	20	1.7%	-0.4%
CCCCn1c(N)c(N(CCOC)C(=O)c2ccc(Br)s2)c(=O)[nH]c1=O	0%	12%	·	·	·	·	8%	i	0.4	i	44	0.5%	·
O=C(O)CCN1C(=O)/C(=C\c2ccc(-c3nc4ccccc4s3)o2)SC1=S	?	-15%	-0.9	1230	-25	-16	?	i	1.1	i	6	10%	0.1%
CN(C)c1c(-c2ccccc2)cc(-c2ccccc2)[nH]c1=O	15%	-5%	-0.1	1326	·	·	·	i	0.2	·	·	·	0.1%
COc1cc(/C=C/C(=O)OCC(=O)Nc2ccccc2Sc2ccc(Cl)cc2)ccc1O	17%	-4%	0.1	496	37	-14	12%	i	0.3	i	29	3.2%	-0.4%
COCCNC(=O)c1ccc(CS(=O)(=O)c2ccc(Cl)cc2)o1	10%	-3%	-0.1	1370	18	26	2%	i	1.3	i	36	1.3%	0.0%
COCCN(C(=O)c1cc2c(s1)CCCCC2)c1c(N)n(Cc2ccccc2)c(=O)[nH]c1=O	7%	-17%	·	·	·	·	14%	i	0.7	i	21	-2.0%	·
COc1ccc(-c2cn3c4c(sc3n2)CCCC4)cc1	11%	2%	·	·	20	29	4%	i	0.7	i	41	1.5%	-1.5%
Cc1ccc([N+](=O)[O-])cc1N=C(c1cccc(Br)c1)N1CCOCC1	5%	0%	4.8	1378	34	-1	2%	i	2.3	i	34	43%	-0.6%
COc1cc(/C=C/c2ccc3cccc(O)c3n2)c(Br)cc1O	6%	12%	·	·	·	·	0%	i	2.4	i	31	-1.8%	?
Cc1ccc(NC(=O)CCC(=O)NNS(=O)(=O)c2ccccc2)c(C)c1	-8%	0%	-2.3	1330	3	-16	0%	i	0.4	i	30	2.7%	0.3%
O=C(N/N=C/c1ccncc1)C1CC1(c1ccccc1)c1ccccc1 (centres undefined)	1%	-7%	0.1	1299	·	·	7%	i	1.7	i	16	5.2%	0.0%
CCOC(=O)C(=NC(C)CC)NNc1ccc(Br)cc1 (centres undefined)	10%	12%	0.5	924	70*	66*	-2%	i	0.6	i	58	4.0%	-0.4%
C=CCNC(=O)COc1ccc(S(=O)(=O)Nc2ccc(OCC)cc2)cc1	4%	-10%	6.5	473	-25	7	8%	·	·	i	22	0.9%	-1.2%
CCOC(=O)c1nn(-c2ccccc2C)c(=O)c(C#N)c1C	6%	-1%	·	·	13	28	17%	i	2.9	i	0	0.4%	0.3%
Cc1[nH]c2c(C)cccc2c1CC(=O)O	4%	0%	-1.9	1149	-2	-1	13%	i	0.5	i	58	0.6%	0.6%
COc1ccc(C(C)C)cc1S(=O)(=O)NCc1ccccn1	15%	5%	-3.0	1161	-4	-9	2%	i	1.5	i	55	-0.3%	0.6%
C=CCN(CC=C)c1nc2ccccc2nc1C(C#N)C(=O)OCCOC (centres undefined)	7%	-15%	-6.0	957	59*	42*	-3%	i	1.9	i	56	0.7%	0.5%
